KKLEB cytotox = reduces viability of KKLEB cystic fibrosis airway cells | 360,000 compounds, 0.36% hits | KKLEB CF airway cells viability, ATPlite luminescence, overnight; hits give low values; cells stimulated with P. aeruginosa culture filtrate | activity change (cytotoxicity), % at 5 µM;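 active = corrected activity change at or below -50% at 5 µM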
aDG glyco act = alpha-DG glycosylation activation | AID 624168 | 360,000 compounds, 0.22% hits | activation, % at 10 µM | Pro5-aDG cells, alpha-DG glycosylation AlphaScreen (IIH6); 0% Pro5, 100% B10-LARGE cell signal;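 active = activation of at least 8% versus controls, or a plate z-score of at least 8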;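 also: Pro5 are CHO cells carrying HIG-tagged alpha-DG that lacks glycosylation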
MITF TRPM1 inh = MITF TRPM1 promoter inhibition in SK-MEL-5 cells. AID 488899. inhibition, % at 12.5 µM. 330,000 compounds, 0.83% hits. SK-MEL-5 TRPM1 promoter luciferase, 24 h;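 active = mean inhibition across replicates of 60% or more, whatever share of single replicates reaches that level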; also: values of inactives mirror those of a sister screen read the other way
HIF-2a block = inhibitors of HIF-2a. 360,000 compounds, 0.72% hits. 786-0 RCC cells HIF-2a reporter, luciferase luminescence, overnight. AID 624352. inhibition, % at 18.8 µM;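 active = inhibition of the luminescence signal of 40% or more relative to plate controls, in a single-dose primary screen at 18.75 µM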
NR2E3 ag-1 = agonists of human nuclear receptor NR2E3; GST-NR2E3/biotin-RetCOR TR-FRET, 1536-well; inhibition of corepressor binding, % at 4.78 µM; 320,000 compounds, 0.12% hits; AID 2300;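 active = percent inhibition above the cutoff of mean plus 3 SD of all tested compounds, set per screening campaign, cut at about 20% in these data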;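 also: 0% = DMSO wells and 100% = biotin wells as full block of FRET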
Target sequence (Q9Y5X4 whole entry, looked up): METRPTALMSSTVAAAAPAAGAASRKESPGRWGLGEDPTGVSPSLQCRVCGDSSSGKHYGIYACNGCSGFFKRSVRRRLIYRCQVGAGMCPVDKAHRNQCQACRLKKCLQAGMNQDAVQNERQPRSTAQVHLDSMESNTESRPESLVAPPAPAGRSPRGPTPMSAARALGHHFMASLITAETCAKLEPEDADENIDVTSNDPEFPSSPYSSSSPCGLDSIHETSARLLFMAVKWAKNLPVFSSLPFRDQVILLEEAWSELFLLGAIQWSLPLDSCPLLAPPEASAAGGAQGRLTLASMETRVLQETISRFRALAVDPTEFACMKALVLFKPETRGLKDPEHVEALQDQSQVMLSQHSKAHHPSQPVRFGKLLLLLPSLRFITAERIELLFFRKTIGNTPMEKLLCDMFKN
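System: GST-tagged NR2E3 plus biotinylated RetCOR corepressor; Amount: 1.35 nM GST-tagged NR2E3 final; Dosing: single nominal compound dose of 4.8 µM; Schedule: 5 h incubation at 4 °C; Technique: TR-FRET with europium anti-GST and streptavidin-D2, 340 nm excitation; Controls: biotin wells as high control, 0.6% DMSO wells as low control.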
Peg3 prom inh = Peg3 promoter activity inhibition. HeLa PEG-Prom luciferase reporter, luminescence, overnight. inhibition, % at 20 µM. 360,000 compounds, 1.7% hits. AID 588405;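 active = inhibition of at least 50% at 20 µM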
CF NFkB inh = cystic fibrosis NF-kB activation inhibition; KKLEB NF-kB-GFP reporter, PAF-induced, GFP fluorescence overnight; inhibition, % at 5 µM; 360,000 compounds, 0.86% hits; AID 588850;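 active = at least 50% inhibition at 5 µM, scaled per plate between neutral and stimulator controls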;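 also: PAF is a Pseudomonas aeruginosa culture filtrate used as stimulus; plate controls were PAF-stimulated DMSO wells for no effect and unstimulated DMSO wells for full effect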
Shn3 3UTR inh = inhibitors of Schnurri-3 3'UTR reporter in osteoblasts; Clone20 osteoblast Shn3 3'UTR firefly luciferase, 24 h; 360,000 compounds, 0.52% hits; inhibition, % at 12.5 µM; AID 588674;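 active = mean inhibition of at least 75% with every replicate also reaching 75%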;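 also: 0% = median of neutral control wells and 100% = pilot-screen positive control compound; some compounds past the cut are filed as inactive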
TWEAK-Fn14 inh = blocks TWEAK-Fn14 interaction in a reporter cell assay | TWEAK-stimulated Fn14 reporter cells, luciferase luminescence, 8 h | inhibition, % at 10 µM | 360,000 compounds, 2% hits | AID 1159606; in the data active = inhibition above about 50%
hiPSC survival = increases survival of single human iPS cells; hiPSC single-cell survival, ATPlite luminescence; 100% = ROCK inhibitor wells, 0% = DMSO; survival enhancement, % at 20 µM; 360,000 compounds, 0.044% hits; in the data active = survival enhancement above about 18%;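 also: cells exposed to compounds for 16 hours before the ATP read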
NR2E3 ag-2 = human photoreceptor-specific nuclear receptor agonism | CHO-S Gal4-NCOR/VP16-NR2E3 two-hybrid, luciferase | inhibition of corepressor binding, % at 3.98 µM | 360,000 compounds, 0.35% hits | AID 602229;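 active = inhibition above the mean of all tested compounds plus 3 SD, cut at about 70% in these data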;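 also: 0% = DMSO with NR2E3 transfected cells and 100% = cells lacking NR2E3 construct; higher means lower luciferase signal from less NR2E3 corepressor binding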
Numbers without * were called inactive.

Screening CC(C)c1nc2cc(C(=O)N3CCNC(=O)C3c3ccc(F)cc3)ccc2o1 (stereo not given) returned KKLEB cytotox 11, aDG glyco act 0.0, MITF TRPM1 inh 4, HIF-2a block -19, NR2E3 ag-1 -1, Peg3 prom inh -2, CF NFkB inh -26, Shn3 3UTR inh 37, TWEAK-Fn14 inh 3, hiPSC survival -0.5 and NR2E3 ag-2 -21.
Screening C#Cc1cccc(NC(=O)C2CCN(C(C)=O)CC2)c1 returned KKLEB cytotox -1, aDG glyco act 0.3, MITF TRPM1 inh 6, HIF-2a block 2, NR2E3 ag-1 -3, Peg3 prom inh -7, CF NFkB inh 1, Shn3 3UTR inh -9, TWEAK-Fn14 inh 5, hiPSC survival 0.1 and NR2E3 ag-2 -15.
For COc1cccc(C(=O)NC(=S)Nc2ccc([N+](=O)[O-])cc2C)c1 the results were KKLEB cytotox -5, aDG glyco act 0.0, MITF TRPM1 inh -14, HIF-2a block -44, NR2E3 ag-1 -2, Peg3 prom inh -33, CF NFkB inh -6, Shn3 3UTR inh 6, TWEAK-Fn14 inh -39, hiPSC survival 3.6 and NR2E3 ag-2 6.
O=C(NCc1cccs1)C1CCN(c2nc3ccccc3o2)CC1 was read as KKLEB cytotox -1, aDG glyco act -0.1, MITF TRPM1 inh -4, HIF-2a block -25, NR2E3 ag-1 -1, Peg3 prom inh 14, CF NFkB inh -1, Shn3 3UTR inh -5, TWEAK-Fn14 inh -1, hiPSC survival 1.0 and NR2E3 ag-2 21.
Screening CC(NC(=O)COc1ccc(S(=O)(=O)N2CCOCC2)cc1)c1ccccc1 (stereo not given) returned KKLEB cytotox -11, aDG glyco act -0.2, MITF TRPM1 inh -10, HIF-2a block 4, NR2E3 ag-1 -1, Peg3 prom inh 13, CF NFkB inh -5, Shn3 3UTR inh 0, TWEAK-Fn14 inh -14, hiPSC survival 0.1 and NR2E3 ag-2 -21.
For COC1CCN(C(=O)c2ccc3oc(Cc4ccc(Cl)cc4)nc3c2)CC1 the results were KKLEB cytotox 5, aDG glyco act 0.1, MITF TRPM1 inh -6, HIF-2a block -5, NR2E3 ag-1 -1, Peg3 prom inh -5, CF NFkB inh -15, Shn3 3UTR inh -5, TWEAK-Fn14 inh 0, hiPSC survival 0.1 and NR2E3 ag-2 -19.
`O=C(OCC(=O)N1CCOCC1)c1ccccc1OCc1ccc(Cl)cc1` gave KKLEB cytotox -16, aDG glyco act 0.3, MITF TRPM1 inh -32, HIF-2a block -31, Peg3 prom inh -93, CF NFkB inh 28, Shn3 3UTR inh 11, TWEAK-Fn14 inh -17, hiPSC survival 0.9 and NR2E3 ag-2 -50.
CC(OC(=O)Cc1coc2ccc3ccccc3c12)C(=O)Nc1ncc(Cl)cc1Cl (stereo not given) was read as KKLEB cytotox 1, aDG glyco act -0.1, MITF TRPM1 inh 1, HIF-2a block 7, NR2E3 ag-1 1, Peg3 prom inh 6, CF NFkB inh 5, Shn3 3UTR inh -1, TWEAK-Fn14 inh 10, hiPSC survival 0.0 and NR2E3 ag-2 16.
CN(C(=O)COC(=O)c1ccc(S(=O)(=O)N2CCOCC2)cc1)c1ccccc1 was read as KKLEB cytotox 6, aDG glyco act -0.1, MITF TRPM1 inh -14, HIF-2a block 5, Peg3 prom inh 13, CF NFkB inh 1, Shn3 3UTR inh 0, TWEAK-Fn14 inh 5, hiPSC survival 0.4 and NR2E3 ag-2 9.
`O=C(O)CC(NC(=O)Cc1ccccc1)c1ccccc1` (stereo not given) gave KKLEB cytotox -13, aDG glyco act -0.1, MITF TRPM1 inh -3, HIF-2a block 11, NR2E3 ag-1 -4, Peg3 prom inh 5, CF NFkB inh -6, Shn3 3UTR inh 8, TWEAK-Fn14 inh 1, hiPSC survival 0.0 and NR2E3 ag-2 -13.
CC(CC(=O)c1ccccc1)=NCC(O)CN=C(C)CC(=O)c1ccccc1 (stereo not given) was read as KKLEB cytotox -10, aDG glyco act 0.2, HIF-2a block 7, Peg3 prom inh 19, CF NFkB inh -5, Shn3 3UTR inh 12, TWEAK-Fn14 inh 4, hiPSC survival -1.3 and NR2E3 ag-2 0.
Screening O=C(O)CSCC(=O)N1N=C2/C(=C/c3ccccc3)CCCC2C1c1ccccc1 (stereo not given) returned KKLEB cytotox 3, aDG glyco act -0.1, MITF TRPM1 inh 22, HIF-2a block 14, NR2E3 ag-1 1, Peg3 prom inh 18, CF NFkB inh -13, Shn3 3UTR inh 0, TWEAK-Fn14 inh 42, hiPSC survival -0.5 and NR2E3 ag-2 -1.
For O=C(CSc1nc2ccccc2c(=O)[nH]1)Nc1cccc([N+](=O)[O-])c1 the results were KKLEB cytotox 1, aDG glyco act 0.0, MITF TRPM1 inh -9, HIF-2a block -3, NR2E3 ag-1 4, Peg3 prom inh 21, CF NFkB inh -1, Shn3 3UTR inh 9, TWEAK-Fn14 inh -14, hiPSC survival -0.4 and NR2E3 ag-2 -31.
Screening COc1cc(/C=C(/C#N)C(=O)Nc2ccccc2)ccc1OCc1ccc(C(=O)O)cc1 returned KKLEB cytotox -12, aDG glyco act 0.0, MITF TRPM1 inh -8, HIF-2a block 6, NR2E3 ag-1 7, Peg3 prom inh -54, CF NFkB inh -1, Shn3 3UTR inh -9, TWEAK-Fn14 inh -19, hiPSC survival -1.2 and NR2E3 ag-2 -5.
`CCn1c(Cc2cccs2)nnc1SCC(=O)NC(C)(C)C` gave KKLEB cytotox 2, aDG glyco act 0.6, MITF TRPM1 inh 5, HIF-2a block 7, NR2E3 ag-1 4, Peg3 prom inh 25, CF NFkB inh 7, Shn3 3UTR inh 0, TWEAK-Fn14 inh -7, hiPSC survival 1.6 and NR2E3 ag-2 -2.
`O=C(COC(=O)C1(c2ccccc2)CC1)N1CCN(c2ccc(F)cc2)CC1` gave KKLEB cytotox -7, aDG glyco act 0.5, MITF TRPM1 inh 2, HIF-2a block 2, NR2E3 ag-1 1, Peg3 prom inh 19, CF NFkB inh 2, Shn3 3UTR inh 31, TWEAK-Fn14 inh 14, hiPSC survival -2.8 and NR2E3 ag-2 -3.
CCOC(=O)N1CCN(S(=O)(=O)c2ccc(C(=O)N(CCN(C)C)c3nc4c(C)cccc4s3)cc2)CC1 was read as KKLEB cytotox -4, aDG glyco act 0.8, MITF TRPM1 inh 0, HIF-2a block 3, NR2E3 ag-1 3, Peg3 prom inh -9, CF NFkB inh 7, Shn3 3UTR inh -5, TWEAK-Fn14 inh 2, hiPSC survival 0.2 and NR2E3 ag-2 -33.
For CCN(CC)S(=O)(=O)c1ccc(OC)c(NC(=O)CSCc2c(C)noc2C)c1 the results were KKLEB cytotox -5, aDG glyco act -0.1, MITF TRPM1 inh 7, HIF-2a block -19, Peg3 prom inh -59, CF NFkB inh 9, Shn3 3UTR inh -17, TWEAK-Fn14 inh 5, hiPSC survival -1.8 and NR2E3 ag-2 -18.
For O=C(NCc1ccncc1)c1ccc(Oc2ccccc2)cc1 the results were KKLEB cytotox 4, aDG glyco act 0.7, MITF TRPM1 inh -1, HIF-2a block -46, NR2E3 ag-1 5, Peg3 prom inh -21, CF NFkB inh -2, Shn3 3UTR inh 8, TWEAK-Fn14 inh 3, hiPSC survival 0.0 and NR2E3 ag-2 -8.
For CCOC(=O)c1ccc(-n2nc(C)cc2C)cc1 the results were KKLEB cytotox -1, aDG glyco act -0.2, MITF TRPM1 inh -6, HIF-2a block -88, NR2E3 ag-1 -5, Peg3 prom inh -32, CF NFkB inh 3, Shn3 3UTR inh -24, TWEAK-Fn14 inh 6, hiPSC survival -0.5 and NR2E3 ag-2 -11.
Screening Cn1c(=O)c2[nH]c(Cc3cccc(O)c3)nc2n(C)c1=O returned KKLEB cytotox 14, aDG glyco act 0.0, MITF TRPM1 inh 16, HIF-2a block 9, Peg3 prom inh 3, CF NFkB inh 8, Shn3 3UTR inh 15, TWEAK-Fn14 inh 10, hiPSC survival -0.2 and NR2E3 ag-2 19.
`COC(=O)c1sc(NC(=O)CSc2nnc(Cn3nnc4ccccc43)n2C)nc1C` gave KKLEB cytotox -3, aDG glyco act 0.0, MITF TRPM1 inh 11, HIF-2a block 18, NR2E3 ag-1 -1, Peg3 prom inh 4, CF NFkB inh -30, Shn3 3UTR inh -5, TWEAK-Fn14 inh -3, hiPSC survival 0.1 and NR2E3 ag-2 26.
Screening Cc1oc2ccc(O)cc2c1C(=O)OC(C)C returned KKLEB cytotox 6, aDG glyco act -0.1, MITF TRPM1 inh -33, HIF-2a block -15, NR2E3 ag-1 1, Peg3 prom inh -75, CF NFkB inh -14, Shn3 3UTR inh -19, TWEAK-Fn14 inh 7, hiPSC survival -0.4 and NR2E3 ag-2 -40.
Screening Cc1ccc(C(=O)NCc2ccc3c(c2)OCO3)o1 returned KKLEB cytotox 6, aDG glyco act 0.0, MITF TRPM1 inh 4, HIF-2a block 0, NR2E3 ag-1 -1, Peg3 prom inh 9, CF NFkB inh -16, Shn3 3UTR inh -8, TWEAK-Fn14 inh 5, hiPSC survival -0.6 and NR2E3 ag-2 -32.
For COc1ccccc1CC(=O)Nc1ccc(-c2noc(COc3cccc(C)c3C)n2)cc1 the results were KKLEB cytotox -4, aDG glyco act 1.8, MITF TRPM1 inh 10, HIF-2a block 8, NR2E3 ag-1 2, Peg3 prom inh 20, CF NFkB inh -8, Shn3 3UTR inh 35, TWEAK-Fn14 inh 11, hiPSC survival 21* and NR2E3 ag-2 -19.
`O=C(NCc1cn2ccsc2n1)Nc1cccc(Cl)c1` gave KKLEB cytotox 2, aDG glyco act 0.3, MITF TRPM1 inh -32, HIF-2a block -135, NR2E3 ag-1 -1, Peg3 prom inh -93, CF NFkB inh 4, Shn3 3UTR inh -21, TWEAK-Fn14 inh -19, hiPSC survival -4.8 and NR2E3 ag-2 -43.
For CC(C)(Cl)C1Cc2cc3ccc(=O)oc3cc2O1 (stereo not given) the results were KKLEB cytotox 3, aDG glyco act 0.3, MITF TRPM1 inh -62, HIF-2a block -153, NR2E3 ag-1 1, Peg3 prom inh -180, CF NFkB inh -17, Shn3 3UTR inh -33, TWEAK-Fn14 inh -17, hiPSC survival -0.7 and NR2E3 ag-2 -53.
Screening CCOc1ccc(S(=O)(=O)NCC2CCCO2)c2ccccc12 (stereo not given) returned KKLEB cytotox 10, aDG glyco act -0.1, MITF TRPM1 inh 9, HIF-2a block 2, NR2E3 ag-1 -2, Peg3 prom inh 15, CF NFkB inh 5, Shn3 3UTR inh -9, TWEAK-Fn14 inh 1, hiPSC survival -0.2 and NR2E3 ag-2 -9.
For OC[C@@H]1CN(Cc2ccc3c(c2)OCO3)C[C@H](n2cnc3c(N4CCCC4)ncnc32)O1 the results were KKLEB cytotox -1, aDG glyco act -0.2, HIF-2a block -6, Peg3 prom inh 4, CF NFkB inh -3, Shn3 3UTR inh -2, TWEAK-Fn14 inh 0, hiPSC survival 3.5 and NR2E3 ag-2 6.
